High-throughput results deposited in PubChem by Emory University Molecular Libraries Screening Center.
14-3-3g Raf: alters human 14-3-3 gamma binding to Raf peptide; inhibition, % at 40 µM; AID 422; FP, 14-3-3gamma / TMR-pS259-Raf peptide binding; 160,000 tested, 0.19% active; in the data active = inhibition above about 30%;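 also: 0% = protein plus tracer without compound and 100% = blank with tracer alone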
Target sequence (P61981 whole entry, looked up): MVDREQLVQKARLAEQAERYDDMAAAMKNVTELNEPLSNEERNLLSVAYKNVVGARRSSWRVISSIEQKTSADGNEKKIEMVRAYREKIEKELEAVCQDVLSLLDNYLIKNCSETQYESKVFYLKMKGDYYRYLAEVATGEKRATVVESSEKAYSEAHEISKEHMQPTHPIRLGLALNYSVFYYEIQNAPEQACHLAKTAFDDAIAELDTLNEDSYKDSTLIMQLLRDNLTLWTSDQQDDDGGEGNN
* hit, by the source's call; & = joins results of further samples.

SMILES | 14-3-3g Raf
Cc1nn(-c2ccc(F)cc2)c2sc(C(=O)OC3CCOC3=O)cc12 (configuration not stated) | -7
Cc1ccc2cc(CN(CC3CCCO3)C(=O)c3ccco3)c(=O)[nH]c2c1C (configuration not stated) | -10
CCn1c(SCC(=O)Nc2nc3ccccc3s2)nc2c(c1=O)SC(C)C2 (configuration not stated) | -4&-12
COC(=O)C1CCN(C(c2cc(OC)c(OC)c(OC)c2)c2sc3nc(C)nn3c2O)CC1 (configuration not stated) | -1
COc1ccc(-n2nc(C(=O)Nc3cc(Cl)ccc3OC)c3ccccc3c2=O)cc1 | -7
CCOC(=O)c1sc2ncnc(Nc3ccccc3F)c2c1C | 2
COc1ccc(CNC(=O)c2cc3c(=O)n4ccccc4nc3n(CC3CCCO3)c2=N)cc1 (configuration not stated) | 1
CC(=O)c1ccc(NC(=O)c2cncc(Br)c2)cc1 | 3
CCCS(=O)(=O)N1CCCC(C(=O)NCCCN2CCN(c3ccccc3F)CC2)C1 (configuration not stated) | -4
COc1ccc(N2CCN(CCCNC(=O)Cn3c(=O)[nH]c4ccccc4c3=O)CC2)cc1 | -5
CC(C)(C)C(=O)Cn1c(=O)n(-c2ccccc2)c(=O)c2sccc21 | -6
CCOc1ccc(C2C(C(=O)Nc3ccccc3F)=C(C)NC3=C2C(=O)CC(c2ccccc2)C3)cc1 (configuration not stated) | -2
Cc1cccc(-n2nc3c(c2NC(=O)COc2ccccc2)CSC3)c1C | -3
CCOc1cccc(-c2cc(C(=O)Nc3sc(C)cc3C(=O)OC)c3ccccc3n2)c1 | -205
CCC(C)NC(=O)CNC(=O)Cn1ccc2ccccc2c1=O (configuration not stated) | 4

Arranged by the number under 14-3-3g Raf (rising): 5 from the list above.
Molecule	14-3-3g Raf
CCCS(=O)(=O)N1CCCC(C(=O)NCCCN2CCN(c3ccccc3F)CC2)C1 (configuration not stated)	-4
Cc1cccc(-n2nc3c(c2NC(=O)COc2ccccc2)CSC3)c1C	-3
CCOC(=O)c1sc2ncnc(Nc3ccccc3F)c2c1C	2
CC(=O)c1ccc(NC(=O)c2cncc(Br)c2)cc1	3
CCC(C)NC(=O)CNC(=O)Cn1ccc2ccccc2c1=O (configuration not stated)	4

(more compounds)
SMILES | 14-3-3g Raf
COc1ccc(-n2ncc3c(N4CCC(C)CC4)ncnc32)cc1 | -3&-7
Cc1c(NC(=O)c2ccc3c(c2)OCO3)cccc1-c1nc2ncccc2o1 | -4
CCOC(=O)c1ccc(NC(=O)c2cc(S(=O)(=O)N3CCOCC3)ccc2O)cc1 | -3
O=C(Cn1c(=O)n(-c2cccc(F)c2)c(=O)c2ccccc21)NCc1ccco1 | -4
C=CCn1c(C)cc(C(=O)CSc2nc3ccccc3c(=O)[nH]2)c1C | -12
Cn1c(=O)[nH]c(=O)c2c1[nH]c(=S)n2Cc1ccc(Cl)cc1 | 15
CC(Sc1nncn1C)C(=O)Nc1ccccc1-c1ccccc1 (configuration not stated) | -4
C=C1CC(C)OC(c2ccccc2OCC(O)CN2CCCCC2)C1 (configuration not stated) | -16
Cc1cccc2nc(Cl)cc(Cl)c12 | -11
CC1CCC2C(=O)N(c3cc(Cl)ccc3OC(=O)c3ccco3)C(=O)C2C1 (configuration not stated) | -5
CCOC(=O)C(Nc1cc(C)on1)(NS(=O)(=O)c1ccccc1)C(F)(F)F (configuration not stated) | -6
CCOCCCNC(=O)CN1N=C(c2ccc(C)cc2)CCC1=O | -3
Cc1ccc(OCCSc2cc(C)nc(N)n2)cc1 | 0
Cc1ccc(S(=O)(=O)N(CC(=O)Nc2ccccc2C)Cc2ccccc2)cc1 | 1
O=C(NCCN1CCCCCC1)C1CCC(CNS(=O)(=O)c2cccc3cccnc23)CC1 (configuration not stated) | -3
Cc1c(Cl)c(C(F)(F)F)nn1CC(=O)N(Cc1ccccc1)c1ccccc1 | 1
CC(Oc1ccccc1F)C(=O)NC1CCS(=O)(=O)C1 (configuration not stated) | 1
CSCCC(NC(=O)C1CCC(C)CC1)C(=O)Nc1cccc(C)n1 (configuration not stated) | -5
O=C(COC(=O)C1CCN(S(=O)(=O)c2cccs2)CC1)c1ccc2c(c1)OCCO2 | -4
COc1ccc(C(=O)NCCNC(=O)C2CCCNC2=O)cc1 (configuration not stated) | 12
CCc1nnc(NS(=O)(=O)c2ccc(NC(=O)c3ccccc3Br)cc2)s1 | -3
COc1ccccc1N1CCN(C(=O)CSc2nnc(-c3ccoc3C)o2)CC1 | 1
O=C(c1cnn(-c2nc3ccccc3s2)c1)c1ccccc1O | 2
O=C(NCc1ccccc1Cl)c1ccc2c(c1)NC(=O)C(N1CCOCC1)S2 (configuration not stated) | -2
COc1ccc(OC)c(NC(=O)c2cnc3ccccn3c2=O)c1 | -2
Cc1cccc2c(=O)c(C(=O)N3CCCCCC3)c[nH]c12 | -5
CCn1cc(C(=O)NCc2ccc(F)cc2)c(=O)c2ccc(C)nc21 | -4
CCCCCCc1cc2cc(C(N)=O)c(=Nc3ccc(C)cc3)oc2cc1O | -6
COC(=O)Nc1ccc(S(=O)(=O)N2CCN(C)CC2)cc1 | 0
O=C1c2ccccc2OCOc2ccccc21 | 1
COc1ccccc1NC(=O)c1c(Cl)nc(Cl)c(Cl)c1Cl | -6
O=[N+]([O-])c1ccc2nc(-c3ccccc3[N+](=O)[O-])[nH]c2c1 | 9
Cn1c(=N)n(CC(=O)c2ccco2)c2ccccc21 | -8
CCCCc1ccc(NC(=O)CSc2nc3c([nH]c4ccccc43)c(=O)n2C)cc1 | 2
Cc1ccc(S(=O)(=O)Nc2nc3ccc([N+](=O)[O-])cc3nc2Nc2cc(C)ccc2C)cc1 | -143
O=C(OCc1ccccn1)c1ccc(COc2ccc3ccccc3c2)o1 | -15
COc1ccc(C(=O)Nc2nc3c(cc4c5c(cccc53)CC4)s2)cc1 | -7
O=C1CCC(=O)N1CCc1c[nH]c2ccc(OCc3ccccc3)cc12 | -6
CC1C=CCC2C(=O)N(c3ccc(F)cc3)C(=O)C12 (configuration not stated) | 0
COc1ccc(-c2nc3cc(N=Cc4ccc(Cl)c([N+](=O)[O-])c4)ccc3o2)cc1 | -5
O=C(COc1ccc2ccccc2c1)Nc1ccc(S(=O)(=O)N2CCCCCC2)cc1 | -24
COc1ccccc1-n1c(=O)[nH]c2c(C(N)=O)nc(CC(C)C)nc21 | -8
O=C(O)c1cc(-n2c(C=Cc3ccc(F)cc3)nc3ccccc3c2=O)ccc1Cl | 5
CCOC(=O)c1ccc(N=c2oc3ccccc3cc2C(=O)Nc2cccc(C(F)(F)F)c2)cc1 | 5
Cc1[nH]c2ccccc2c1/C=N/n1cnnc1 | -9
O=C(NC1CCS(=O)(=O)C1)c1ccccc1C(=O)c1ccccc1 (configuration not stated) | 2
Nc1c(C(=O)Nc2ccc(F)cc2)sc(=S)n1Cc1ccco1 | -25
CCN1C(=O)C(O)(CC(=O)c2ccccc2O)c2ccccc21 (configuration not stated) | 1
Cc1ccc(-n2cnc3cc(C(=O)N4CCOCC4)ccc32)c(C)c1 | -15
COC(=O)c1cccc(Nc2ncnc3ccc(Br)cc23)c1 | -13
Cc1sc2nc(N)sc2c1C | -6&-12
CCOC(=O)C1CCN(C(=O)c2nn(-c3ccccc3OC)c(=O)c3ccccc23)CC1 | -1
O=S(=O)(c1ccc(C2=CSC3=NCCN23)cc1)N1CCOCC1 | 5&-7
O=C(CCS(=O)(=O)c1nc(-c2ccc3c(c2)OCO3)cc(C(F)(F)F)n1)Nc1ccc(-n2cccc2)c(Cl)c1 | -22
CCOc1ccc(C2NC(C(=O)O)CS2)cc1OCC (configuration not stated) | -4
O=C(NCc1ccc2c(c1)OCO2)C1CCN(S(=O)(=O)c2cccc3nsnc23)CC1 | -12
N#Cc1nc(-c2cccs2)oc1N1CCN(Cc2ccccc2)CC1 | 7
CCOc1ccccc1Nc1nc(-c2sc(NC(C)=O)nc2C)cs1 | -4
CC1=C(C(=O)OC(C)C)C(c2cccc([N+](=O)[O-])c2)C2=C(CC(c3cccs3)CC2=O)N1 (configuration not stated) | -4
CC1CC(C)CN(S(=O)(=O)c2ccc(C(=O)N=c3sc4cc(Cl)ccc4n3C)cc2)C1 (configuration not stated) | 1
(next part)
SMILES | 14-3-3g Raf
c1ccc(Nc2cc(Nc3ccccc3)[nH]n2)cc1 | 2
CC(CC(=O)O)CC(=O)Nc1ccccc1C(=O)O (configuration not stated) | 0&-4
COCCCn1c(SCC(=O)n2c(C)c(C)c3ccccc32)nnc1-c1ccoc1C | -6
CC1Cc2cc(-c3csc(NC(=O)Cc4cccs4)n3)ccc2N1S(C)(=O)=O (configuration not stated) | 3
Cn1c(=O)cc(SCC(=O)NCc2ccc3c(c2)OCO3)c2ccc(Cl)cc21 | -7
C=CCOc1nc2c(c(=O)n(C)c(=O)n2C)n1Cc1ccc(Cl)cc1 | -1
Cc1nc(N=Nc2ccc(S(=O)(=O)O)cc2S(=O)(=O)O)c(COP(=O)(O)O)c(C=O)c1O | 35*
O=C(O)c1ccc(NC(=O)c2nsc(Cl)c2Cl)cc1 | -3
O=C(OCc1nc2ccccc2s1)c1ccc2c(c1)OCCO2 | -3
O=C1c2ccccc2-c2nc3ncnn3c(-c3ccccc3)c21 | -4&5
CC1(C)CC(=O)c2cc(C(=O)Nc3ccccc3)c(=O)n(-c3ccccc3)c2C1 | -3
Cc1nc(C)c(C(=O)Nc2cccc(Cl)c2)o1 | -25
COCCNC(=O)c1ccc2c(=O)n(CCC3=CCCCC3)c(=S)[nH]c2c1 | 6
Cc1ccc(NC(=O)C2CCCN(S(=O)(=O)c3cccc4nsnc34)C2)cc1 (configuration not stated) | -11
CC(C)OC(=O)Cn1cnc([N+](=O)[O-])n1 | -1

Entries listed so far marked active in 14-3-3g Raf:
SMILES | 14-3-3g Raf
Cc1nc(N=Nc2ccc(S(=O)(=O)O)cc2S(=O)(=O)O)c(COP(=O)(O)O)c(C=O)c1O | 35*

(cont.)
SMILES | 14-3-3g Raf
COC(=O)c1ccc(N/C(C)=C/C(=O)c2ccc(C)o2)cc1 | -3
CCCS(=O)(=O)c1c(S(=O)(=O)CCC)c2ccc(C(N)=O)cn2c1C(=O)c1ccc(C)cc1 | 9
CCN1CCN(C(=O)c2cn(CC)c3ccc(S(=O)(=O)N4CCOCC4)cc3c2=O)CC1 | -1
CCOC(=O)C(C)Sc1nc2c([nH]c3ccccc32)c(=O)n1-c1ccc([N+](=O)[O-])cc1 (configuration not stated) | -5
COc1ccc(C2=C3CCCCC3NC(=S)N2)cc1 (configuration not stated) | -2
COc1ccc(-c2cc(-c3cccnc3)nc3ccc4ccccc4c23)cc1 | -14
COc1ccc(C2N(C(=O)CN3CCOCC3)CCN2S(=O)(=O)c2ccccc2)cc1 (configuration not stated) | -8
C=CCSc1nnc2c(n1)OC(c1ccc(O)c(O)c1)Nc1ccc(Br)cc1-2 (configuration not stated) | 0
COc1ccc(C2/C(=C(\O)c3ccc(C)cc3)C(=O)C(=O)N2c2cccc(C(F)(F)F)c2)cc1OC (configuration not stated) | -7
Cc1cc(N2CCN(c3cccc(C(F)(F)F)c3)CC2)n2ncnc2n1 | -4
O=C(NCc1ccc2c(c1)OCO2)c1cccnc1SCc1cccc(F)c1 | -11
CC1CCN(c2ccc(C(=O)O)cc2)CC1 | -4
CCC(C)NC(=O)CN(C)S(=O)(=O)c1ccc(Br)s1 (configuration not stated) | 0
CCc1ccccc1NC(=O)c1cc(S(=O)(=O)N2CC(C)CC(C)C2)ccc1F (configuration not stated) | -8
CN(C1CCCCC1)S(=O)(=O)c1ccc(C(=O)Nc2ccc3c(c2)C(=O)c2ccccc2C3=O)cc1 | -18
CCOC(=O)C1=C(C)NC2=C(C(=O)CC(c3ccc(Cl)cc3)C2)C1c1ccc(Cl)cc1 (configuration not stated) | -3
COc1ccccc1C(=O)Nc1c2c(nn1-c1ccc(C)cc1C)CS(=O)(=O)C2 | -5
CCN(C(=O)c1cn(C)c(=O)c2cc(OC)c(OC)cc12)c1cc(C)ccc1C | -7
CC(=O)c1cc2c(cc1NC(=O)c1cc3nc(-c4ccc5c(c4)OCO5)cc(C(F)(F)F)n3n1)OCO2 | -17
Cc1ccc2c(c1)C(C)CC(C)(C)N2C(=O)Nc1cccc(Cl)c1 (configuration not stated) | 0
CCOC(=O)C12C(=O)OC(C)(C)C1C2(CC)C(=O)c1ccccc1 (configuration not stated) | -6
O=C(NC1(C(F)(F)F)NC(=O)N(Cc2ccco2)C1=O)c1ccc(F)cc1 (configuration not stated) | -6
O=[N+]([O-])c1c(NC2CCCCC2)ccc2nonc12 | -82
O=C1CC(O)(C(F)F)Oc2ccc3ccccc3c21 (configuration not stated) | 0
CN1CCOCCOCCOCCN(C)CCOCC1 | 9
O=C(Nc1ccc(C(F)(F)F)cc1)c1ccc(NCCc2ccccc2)c([N+](=O)[O-])c1 | -7
COC(=O)Nc1sc2c(c1C(=O)NCc1ccco1)CCC2 | -10
CCOc1ccc(C(=O)Nc2c3c(nn2-c2ccc(F)cc2)CS(=O)(=O)C3)cc1OCC | -2

A different layout for 4 compounds above:
mol: O=C(Nc1ccc(C(F)(F)F)cc1)c1ccc(NCCc2ccccc2)c([N+](=O)[O-])c1
  14-3-3g Raf = -7

mol: CCOC(=O)C1=C(C)NC2=C(C(=O)CC(c3ccc(Cl)cc3)C2)C1c1ccc(Cl)cc1 (configuration not stated)
  14-3-3g Raf = -3

mol: CCN(C(=O)c1cn(C)c(=O)c2cc(OC)c(OC)cc12)c1cc(C)ccc1C
  14-3-3g Raf = -7

mol: CCOc1ccc(C(=O)Nc2c3c(nn2-c2ccc(F)cc2)CS(=O)(=O)C3)cc1OCC
  14-3-3g Raf = -2

Not all compounds are listed; the hit share may differ from the screen's.
